KB-3-1 cytotox: qHTS assay for MDR1-selective chemotherapeutics: Primary screen using the parental adenocarcinoma cell KB-3-1. Potency, µM (titrated, usually from 46.1 µM), inactives show at the highest dose activity change, negative = cytotoxic, hits mostly cytotoxic. AID 1347075, 2019. actives 1.4% (n = 400,000). KB-3-1 viability, CellTiter-Glo ATP luminescence, 72 h; further: potency means the concentration at half of the fitted maximal effect; on the % scale 0 is the no-effect control and ±100 the full control effect; nearly all actives have a fitted effect of over 60% in size
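Here the drug-naive KB-3-1 line serves as comparator for MDR sub-line selectivity; cells received compound titrations, 72 h at 37 °C, then CellTiter-Glo readout.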
SW480 rerep: A quantitative high throughput screen for small molecules that induce DNA re-replication in SW480 colon adenocarcinoma cells; SW480 DNA re-replication, Hoechst DNA content imaging, 48 h; Potency, µM (titrated, usually from 46.1 µM), without a hit: at the top dose re-replication activation, most hits filed as activators; actives 1.8% (n = 340,000); AID 624297, 2012; further: potency means the concentration at half of the fitted maximal effect; % of control where 0% means no effect; nearly all actives have a fitted effect of over 55% in size
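DNA re-replication was detected as more nuclei of elevated Hoechst intensity after 48 hr exposure to compound (23 nL pinned per well of 250 cells).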
HT1080 IDH1KD tx: qHTS for induction of synthetic lethality in tumor cells producing 2HG: qHTS for the HT-1080-IDH1KD cell line. HT-1080 IDH1 knockdown viability, ATP luminescence, 48 h. Potency, µM (top dose mostly 46.1 µM), for the others: at the top dose activity, negative = toxicity, most hits filed as cytotoxic. actives 2% (n = 360,000). AID 686971, 2013;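 further: potency means the concentration at half of the fitted maximal effect; 0% = DMSO wells and -100% = cell-free medium wells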
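Assay cells: HT-1080 with IDH1 knockdown, 750 per well, RPMI/5% FBS. Exposure: 48 h at 37 °C following 2 h pre-incubation. Read: CellTiter-Glo luminescence; fitted concentration-response, curve class assigned.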
MCF10A rereplic: A quantitative high throughput screen for small molecules that induce DNA re-replication in MCF 10a normal breast cells; Potency, µM (doses to about 46.1 µM), for the others: top-dose activity, positive = re-replication, usual class: activators; MCF 10A DNA re-replication, Hoechst nuclear intensity, 48 h; actives 2.9% (n = 350,000); AID 624296, 2012; further: potency means the concentration at half of the fitted maximal effect; % of control where 0% means no effect; nearly all actives have a fitted effect of over 50% in size
ATXN2 expr inh: Primary qHTS for Inhibitors of ATXN expression; HEK-293 ATXN2-luciferase reporter, luminescence, 24 h; Potency, µM (highest dose often 57 µM), inactives show top-dose activity change, negative = inhibition, actives largely listed as inhibitors; actives 0.72% (n = 360,000); AID 1745845, 2022; further: potency means the concentration at half of the fitted maximal effect; on the % scale 0 is the no-effect control and ±100 the full control effect; nearly all actives have a fitted effect of over 55% in size
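qHTS (up to 57 uM final) was run with 24 h compound exposure of reporter cells at 37 °C. Each well was multiplexed: SteadyGlo luminescence measured ATXN2-luciferase expression after a fluorogenic Gly-Phe-AFC viability readout (25 uM final).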
HT1080NT lethal: qHTS for induction of synthetic lethality in tumor cells producing 2HG: qHTS for the HT-1080-NT fibrosarcoma cell line; HT-1080-NT fibrosarcoma viability, CellTiter-Glo ATP luminescence, 48 h; Potency, µM (series often up to 46.1 µM), inactives show at the top dose activity, negative = less viability, actives largely listed as cytotoxic; actives 1.6% (n = 360,000);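 further: NT is the 2HG producing partner of a matched IDH1 knockdown line; potency means the concentration at half of the fitted maximal effect; 0% = DMSO-treated cells and -100% = media-only wells without cells; nearly all actives have a fitted effect of over 55% in size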
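Viability of the 2HG-overproducing fibrosarcoma line after 48 hours of compound exposure at 37 degrees C was determined by luminescence with CellTiter-Glo, and concentration-effect curves were then fitted and categorized.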
WRN inhibitor: qHTS for Inhibitors of WRN Helicase. Bifunctional 3'-5' exonuclease/ATP-dependent helicase WRN (Homo sapiens), Q14191. WRN helicase unwinding, fluorescent forked duplex, kinetic. actives 0.46% (n = 360,000). Potency, µM (titrated, usually from 114 µM), for inactives: at the highest dose activity change, negative = inhibition, actives largely listed as inhibitors; further: potency means the concentration at half of the fitted maximal effect; on the % scale 0 is the no-effect control and ±100 the full control effect; nearly all actives have a fitted effect of over 55% in size
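Primary qHTS, 1536-well format. 20 nM WRN + compound, 15 min RT; start with 100 nM forked fluorophore/quencher duplex, 2 mM ATP (final); kinetic read ex 525/em 598 nm.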
IL1B secr inh: qHTS for Inhibitors of Inflammasome Signaling: IL-1-beta AlphaLISA Primary Screen. actives 4.7% (n = 360,000). THP-1 LPS/ATP IL-1B secretion, AlphaLISA, 16 h; stronger effect = lower value. AID 743279, 2014. activity change, % at 57.5 µM; in the data active means activity change below about -50%; inconclusive means mostly about -30% to -49%; further: on the % scale 0 is the no-effect control and ±100 the full control effect
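THP-1 cells pretreated 1 hr with compounds (up to 57.5 uM final), then stimulated with LPS (250 ng/mL final) plus ATP (1.25 mM final); secreted IL-1B measured by AlphaLISA after 16 hr, decreased signal indicating inhibition.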
KB-V1 cytotox: qHTS assay for MDR1-selective chemotherapeutics: Primary screen using the drug-selected MDR subline cells KB-V1; KB-V1 MDR cells viability, CellTiter-Glo, 72 h; Potency, µM (highest dose often 46.1 µM), for the others: at the top dose activity change, negative = cytotoxicity, actives largely listed as cytotoxic; actives 3.4% (n = 400,000); further: potency means the concentration at half of the fitted maximal effect; on the % scale 0 is the no-effect control and ±100 the full control effect; nearly all actives have a fitted effect of over 60% in size
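KB-V1 cells (P-gp-expressing MDR subline of KB-3-1) in phenol-red-free DMEM with 10% FBS were exposed to library compounds over a concentration series for 72 h at 37 degrees C. Viability read by CellTiter-Glo luminescence; concentration-effect curves fitted after normalization.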
Starred values were filed as active, the others as inactive; ? = inconclusive; / = not tested or not shown; & = joins results of further samples; ! = not active in a repeat; [ ] = another dose, or the depositor's remark. Unless noted, the call rests on the fitted dose curve; in most records, active means well fitted curve in the direction sought with a large enough effect; inconclusive means small, poorly fitted or top-dose-only effect, or another doubt; inactive means no such curve, though single readings can be large; an effect the other way counts as inactive or inconclusive. Only part of the results is shown, so the mix of outcomes need not match the whole.

SMILES	KB-3-1 cytotox	SW480 rerep	HT1080 IDH1KD tx	MCF10A rereplic	ATXN2 expr inh	HT1080NT lethal	WRN inhibitor	IL1B secr inh	KB-V1 cytotox
CN(C)CCOC(C)(c1ccccc1)c1ccccn1 (configuration not stated)	0%	3%&2%	-17%	?	-5%&2%	-2%	-1%	-10	-2%
CC(=O)NC(Cc1ccccc1)C(=O)O (configuration not stated)	0%	-19%&-3%	4%	2%&6%	-8%&-2%	0%	9%	16	?
Cc1c(NC(=O)c2cccnc2)c(=O)n(-c2ccccc2)n1C	-3%	-8%	15%	7%	20%&6%	14%	1%	4	17%
CCOC(=O)c1ccc(N)cc1	0%	-79%[inhibitor]	2%	-29%	6%&2%	-14%	2%	10	6%
O=C(CCN1CCC(c2ccccc2)C1)c1ccc2c(c1)OCCO2 (configuration not stated)	0%	?	18µM*	13µM*	-20%&23%	4.6µM*	-6%	-14	1%
CCN(CC)CCNC(=O)c1cc(Cl)c(N)cc1OC	0%	-7%	-1%	7%	-8%&9%	12%	-5%	16	-4%
CCOc1ccc(C(=O)OCCN(CC)CC)cc1	2%	-11%&-1%	7%	16%&6%	21%&-4%	1%	-25%	16	21%
O=C(NCCc1c[nH]c2ccccc12)c1cccnc1	0%	-2%&3%	-7%	?	30%&33%	6%	-4%	1	-3%
CC[n+]1c(C)sc2cc(OC)ccc21	-11%	2%	-10%	-14%	-3%	-6%	-8%	-67*	5%
COc1ccc(C(=O)CC(=O)c2ccc(C(C)(C)C)cc2)cc1	0%	-3%&3%	-17%	?	?	1%	-6%	8	?
O=C(c1ccc(F)cc1)C1CCN(CCn2c(=O)[nH]c3ccccc3c2=O)CC1	-4%&0%	-15%	-3%&-17%	-1%	-14%&-19%&-9%&0%	?	5%&6%	-25&-2	-18%&-17%
Cc1cc(Nc2cc(N3CCN(C)CC3)nc(Sc3ccc(NC(=O)C4CC4)cc3)n2)n[nH]1	?	0.26µM*	/	?	?	/	/	/	-11%
CCC(C)n1ncn(-c2ccc(N3CCN(c4ccc(OCC5COC(Cn6cncn6)(c6ccc(Cl)cc6Cl)O5)cc4)CC3)cc2)c1=O (configuration not stated)	-4%	?	?	?	4%	?	6%	129	?
CN1CCN(C(c2ccccc2)c2ccccc2)CC1	-1%	-10%	-3%	28%	-2%&-14%	?	-2%	-14	-8%
CC12CCC(CC1)C(C)(C)O2	0%	93%&-4%	?	-35%&-2%[inhibitor]	-5%&11%	0%	1%	26	0%
COc1ccc(C(=O)NCc2ccc(OCCN(C)C)cc2)cc1OC	0%	-8%&-53%	7%	0%&-18%	0%&2%	1%	7%	29	-3%
c1ccc(CN(CC2=NCCN2)c2ccccc2)cc1	0%&0%	0.23µM*!	?	9%&2%&-7%&-4%&-1%	-12%&-5%&-6%	-18%&-3%	-3%&3%	-15&-5	-6%&3%
Cc1ccc(CN2CCN(Cc3cccc4nccnc34)CC2CCO)cc1 (configuration not stated)	1%	-9%	-1%	-10%	7%	-3%	0%	-5	7%
CCOc1ccccc1C(N)=O	0%	-1%&-2%	1%	-8%&-3%	6%&8%	11%	7%	18	11%
OC(C#CCN1CCCC1)(c1ccccc1)c1ccccc1	5%	0%&-4%	4%	-1%&-1%	1%&8%	2%	-18%	0	-13%
C[C@]12CCC(=O)C=C1CC[C@@H]1[C@@H]2CC[C@@]2(C)[C@H]1CC[C@]2(O)C(=O)CO	0%	-3%&18%&-1%	10%	17%&-32%&-5%	4%&-5%	-1%	-2%	-13	-15%
CC(=O)c1ccc(S(=O)(=O)NC(=O)NC2CCCCC2)cc1	-1%	7%&1%	4%	?	6%&5%	7%	0%	3	10%
Cc1cc(CC(C)CC(C)(C)C)n(O)c(=O)c1 (configuration not stated)	-10%	?	/	11µM*	/	/	/	/	-6%
COc1ccccc1N1CCN(CCCNc2cc(=O)n(C)c(=O)n2C)CC1	20%	0%	3%	-2%	-3%	7%	2%	1	1%
COc1cc2c(c(OC)c1OC)-c1c(cc3c(c1OC)OCO3)[C@@H](OC(C)=O)[C@H](C)[C@H](C)C2	-4%	?	11%	-7%	-21%	5%	4%	-4	-16%
Further compounds
SMILES	KB-3-1 cytotox	SW480 rerep	HT1080 IDH1KD tx	MCF10A rereplic	ATXN2 expr inh	HT1080NT lethal	WRN inhibitor	IL1B secr inh	KB-V1 cytotox
NC(=O)c1cn(Cc2c(F)cccc2F)nn1	0%	4%&-4%	5%	-7%&13%	5%&9%	-26%	1%	0	1%
CCc1cc(=O)oc2c(CNC(Cc3ccccc3)C(=O)O)c(O)ccc12 (configuration not stated)	11%	-3%	1%	2%	1%	-15%	6%	-10	16%
O=S(=O)(c1cccc2cnccc12)N1CCCNCC1	?	-39%&-9%[inhibitor]	-15%	-11%&8%	25µM*!	?	-5%	-20	4%&-12%
COc1ccc(/C=C/C(=O)Nc2ccccc2C(=O)O)cc1OC	0%	-15%&-1%&14%	/	?	?	/	/	/	-1%
CC[N+](C)(CC)CCOC(=O)C(O)(c1ccccc1)C1CCCCC1 (configuration not stated)	0%	11%&-27%&15%	19%	6%&35%&1%	-4%&-5%	?	3%	-55*	2%
O=C(CCNNC(=O)c1ccncc1)NCc1ccccc1	0%	0%&-2%&1%	15%	3%&-2%&-11%	5%&6%	26%	7%	16	0%
CCCn1cnc2c1c(=O)n(CCCCC(C)=O)c(=O)n2C	2%	-6%	/	-15%	2%&3%	/	/	/	-14%
NC(=O)c1cccc(-c2cc(Nc3ccc(OC(F)(F)F)cc3)ncn2)c1	-13%	-13%	-3%	-5%	?	-3%	-5%	-15	9%
CCOc1ccc(NC(=O)Cn2cc(C(=O)c3ccco3)c3ccccc32)cc1	-3%&-1%	-6%	7%	1%	9%&-6%	2%	-3%	29	-1%&0%
Oc1ccc(/C=C/c2cc(O)cc(O)c2)cc1	0%	-1%&-3%	?	12%&-39%	44%&169%[activator]	?	-13%	2	-15%
CC(COc1ccccc1)NC(C)C(O)c1ccc(O)cc1 (configuration not stated)	0%	?	-3%	8%&0%	3%&10%	-27%	2%	-26	?
CN1CCOC(c2ccccc2)c2ccccc2C1 (configuration not stated)	0%	8%	-1%	-2%	11%&5%	-1%	-3%	-18	-7%
Cc1nc2ccccn2c(=O)c1CCN1CCC(C(=O)c2ccc(F)cc2)CC1	0%	-10%&-1%&1%	0%	9%&9%&12%	-14%&-2%	9%	5%	7	-30%
CC(=O)OCC1=C[C@@H]2OC(=O)C3=CO[C@@H](O[C@@H]4O[C@H](CO)[C@@H](O)[C@H](O)[C@H]4O)[C@H]1[C@@H]32	-10%	-2%	2%	-9%	8%	15%	-3%	14	-5%
C/C=C(/C)C(=O)O[C@@H]1c2c(ccc3ccc(=O)oc23)OC(C)(C)[C@@H]1OC(=O)/C(C)=C\C	?	?	?	?	?	?	-7%	?	?
CC1(C)Cc2c(sc(NC(=S)NC(=O)c3ccccc3)c2C(=O)O)CO1	-2%	1%	11%	-2%	6%&13%	14%	0%	-2	?
c1ccc(CC2=NCCN2)cc1	0%	-24%	6%	-1%	10%&2%	?	5%	-13	13%
CCCCCCCCCCCCCCC[C@H](O)[C@H](N)CO	11%	17%	/	?	/	/	/	/	-13%
C=CC1=C(C(=O)O)N2C(=O)[C@@H](NC(=O)/C(=N\O)c3csc(N)n3)[C@H]2SC1 (stereo in doubt)	0%	0%	14%	-8%	5%	29%	-17%	16	0%
Cc1cc(-c2ccccc2)nnc1NCCN1CCOCC1	0%	2%&5%&-4%	-4%	6%&2%&9%	2%&-4%	17%	8%	18	-10%
CCCNC(C)C(=O)Nc1c(C)csc1C(=O)OC (configuration not stated)	0%	-8%	8%	3%	14%&7%	30%	-4%	10	-8%

Filtered by structure, the compounds so far with sulfur.
SMILES	KB-3-1 cytotox	SW480 rerep	HT1080 IDH1KD tx	MCF10A rereplic	ATXN2 expr inh	HT1080NT lethal	WRN inhibitor	IL1B secr inh	KB-V1 cytotox
CC[n+]1c(C)sc2cc(OC)ccc21	-11%	2%	-10%	-14%	-3%	-6%	-8%	-67*	5%
Cc1cc(Nc2cc(N3CCN(C)CC3)nc(Sc3ccc(NC(=O)C4CC4)cc3)n2)n[nH]1	?	0.26µM*	/	?	?	/	/	/	-11%
CC(=O)c1ccc(S(=O)(=O)NC(=O)NC2CCCCC2)cc1	-1%	7%&1%	4%	?	6%&5%	7%	0%	3	10%
O=S(=O)(c1cccc2cnccc12)N1CCCNCC1	?	-39%&-9%[inhibitor]	-15%	-11%&8%	25µM*!	?	-5%	-20	4%&-12%
CC1(C)Cc2c(sc(NC(=S)NC(=O)c3ccccc3)c2C(=O)O)CO1	-2%	1%	11%	-2%	6%&13%	14%	0%	-2	?
C=CC1=C(C(=O)O)N2C(=O)[C@@H](NC(=O)/C(=N\O)c3csc(N)n3)[C@H]2SC1 (stereo in doubt)	0%	0%	14%	-8%	5%	29%	-17%	16	0%
CCCNC(C)C(=O)Nc1c(C)csc1C(=O)OC (configuration not stated)	0%	-8%	8%	3%	14%&7%	30%	-4%	10	-8%

Screening results as filed in PubChem.
